LANA DNA inh: blocks KSHV LANA C-terminal domain binding to DNA; hit rate 0.078% among 340,000; MBP-C-LANA/FAM-LBS DNA binding, fluorescence polarization; inhibition, % at 9 µM;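 active = highest replicate inhibition at or above 60% at 9 µM, even if other replicates fall short; inactive = all replicates below 60% inhibition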;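 also: 0% = neutral control wells and 100% = 4 µM acridine orange control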
PKA-R2B activ: PKA-R2B complex activation; activation, % at 11.4 µM; PKA-R2B holoenzyme dissociation, Cy5-IP20 fluorescence polarization; R2B truncated from residue 108, S112A mutant; 0% DMSO only, 100% 113 µM cGMP; hit rate 0.079% among 340,000; AID 504700; P22694+P31323;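 active = activation above a cutoff set at the mean over all compounds plus 3 SD, cut at about 18% in these data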;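 also: higher means more holoenzyme dissociation and a rise in polarization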
DAGLB inh: blocks human DAGLB lipase activity | Q8NCG7 | HEK293T DAGLB membrane lysate, EnzChek fluorogenic substrate | inhibition, % at 5.17 µM | hit rate 0.059% among 340,000; in the data active = inhibition above about 34%;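 also: 0% = enzyme with vehicle and 100% = wells lacking enzyme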
Target sequence (Q8NCG7 whole entry, looked up): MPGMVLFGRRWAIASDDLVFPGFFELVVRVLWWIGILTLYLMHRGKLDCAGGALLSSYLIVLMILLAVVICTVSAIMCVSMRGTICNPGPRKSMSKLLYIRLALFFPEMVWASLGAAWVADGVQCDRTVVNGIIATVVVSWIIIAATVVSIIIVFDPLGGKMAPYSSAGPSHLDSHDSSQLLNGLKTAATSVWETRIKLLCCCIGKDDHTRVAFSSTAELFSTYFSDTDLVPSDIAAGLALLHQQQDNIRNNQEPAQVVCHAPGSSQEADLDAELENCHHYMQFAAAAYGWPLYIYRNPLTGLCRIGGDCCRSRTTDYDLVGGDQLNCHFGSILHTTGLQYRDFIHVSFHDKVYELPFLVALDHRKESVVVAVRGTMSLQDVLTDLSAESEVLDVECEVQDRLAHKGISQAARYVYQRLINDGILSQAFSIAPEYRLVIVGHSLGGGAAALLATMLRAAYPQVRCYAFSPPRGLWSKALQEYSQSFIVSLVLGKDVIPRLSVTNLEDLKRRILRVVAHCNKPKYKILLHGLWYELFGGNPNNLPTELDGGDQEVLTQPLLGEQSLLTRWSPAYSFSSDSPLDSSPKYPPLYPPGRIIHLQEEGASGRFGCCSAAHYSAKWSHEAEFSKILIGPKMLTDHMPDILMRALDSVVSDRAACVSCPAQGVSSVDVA
RTF Ca sens act: cardiac RTF calcium sensitization | activation, % at 7.2 µM | IANBD-labeled TnC RTF fluorescence at EC20 calcium; 0% EC20 calcium, 100% full calcium | hit rate 0.24% among 340,000;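 active = activation above the mean over all tested compounds plus 3 SD, cut at about 30% in these data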;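 also: rise in fluorescence read as greater calcium sensitivity of cardiac thin filaments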
Rtt109 Vps75: inhibitors of Candida albicans Rtt109/Vps75 histone acetyltransferase | purified Rtt109/Vps75, ThioGlo CoA-SH fluorescence, 4 h | inhibition, % at 34.9 µM | hit rate 0.16% among 330,000 | Q5AAJ8 | AID 540336;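 active = inhibition of at least 50% in every replicate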
Target sequence (Q5AAJ8 whole entry, looked up): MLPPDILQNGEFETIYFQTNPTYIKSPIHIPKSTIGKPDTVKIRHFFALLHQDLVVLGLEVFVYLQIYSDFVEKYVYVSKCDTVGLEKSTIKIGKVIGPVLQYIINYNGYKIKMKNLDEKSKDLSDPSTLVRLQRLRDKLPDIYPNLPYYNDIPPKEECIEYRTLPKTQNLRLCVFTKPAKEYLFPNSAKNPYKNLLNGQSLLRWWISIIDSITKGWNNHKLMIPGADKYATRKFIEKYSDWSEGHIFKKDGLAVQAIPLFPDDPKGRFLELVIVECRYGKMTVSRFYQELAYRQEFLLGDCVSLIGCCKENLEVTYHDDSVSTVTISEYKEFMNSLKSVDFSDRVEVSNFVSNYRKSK
Keap1 Nrf2 FP: disrupts human Keap1 binding to Nrf2 peptide; Q14145; Keap1 Kelch-Nrf2 peptide fluorescence polarization, 1536-well; inhibition, % at 9.4 µM; hit rate 0.15% among 340,000; AID 504523; in the data active = inhibition above about 12%;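 also: human Keap1 Kelch domain with fluorescein labeled Nrf2 9mer peptide probe; 0% = neutral control wells and 100% = peptide positive control; higher means more block of Keap1 binding to Nrf2 peptide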
SR-BI uptake up: SR-BI HDL lipid transfer activation; CHO ldlA[mSR-BI] cells, DiI-HDL uptake fluorescence, 3 h; 100 = double the neutral-control signal; activation, % at 12.5 µM; hit rate 0.096% among 320,000; AID 504775;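 active = mean replicate activation of at least 60% and every replicate at or above 60%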;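 also: 0% = median plate neutral-control signal and 100% = twice that signal; values of inactives mirror those of a sister screen read the other way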
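Test system: SR-BI-overexpressing, LDLR-lacking CHO cells; Medium: Ham's F12 with 0.5% BSA, HEPES 25 mM, pH 7.4; Schedule: 3 h, 37 °C; Technique: bottom-read fluorescence, 550/595 nm.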
CAL PDZ FP-1: CAL PDZ (human) peptide binding inhibition. hit rate 0.92% among 300,000. purified CAL PDZ, TMR-peptide fluorescence polarization, 1 h. AID 602252. Q9HD26. inhibition, % at 24.9 µM;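 active = mean inhibition of at least 30% with at least half of replicates also reaching 30%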;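 also: 0% = DMSO neutral control and 100% = excess unlabeled competitor peptide PRC23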
Cardiac RTF inh: cardiac RTF calcium desensitization; hit rate 0.12% among 340,000; IANBD-labeled cardiac RTF, Ca2+ fluorescence; P19429+P45379; inhibition, % at 7.15 µM;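 active = inhibition above the mean inhibition of all tested compounds plus 3 SD, cut at about 17% in these data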;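 also: assay run at fixed EC70 calcium of 1.6 mM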
CAL PDZ FP-2: blocks peptide binding to human CAL PDZ domain; Q9HD26; purified CAL PDZ, TMR-peptide fluorescence polarization, 1 h; inhibition, % at 20 µM; AID 504414; hit rate 0.02% among 330,000;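 active = highest replicate inhibition of at least 40%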;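 also: plate controls were DMSO neutral control wells for no effect and unlabeled competitor peptide control wells for full effect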
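Material – purified CerCALP PDZ construct · Detection – FP readout, S and P plane fluorescence · Measure – percent inhibition from loss of millipolarization · Controls – unlabelled peptide for full inhibition, DMSO wells as neutral · Probe or stimulus – TMR-labelled reporter peptide T*-PRC34 bound in PDZ groove · Times – 1 h at RT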
* marks the source's active call; other numbers are inactive results; nt = no result given.

SMILES | LANA DNA inh | PKA-R2B activ | DAGLB inh | RTF Ca sens act | Rtt109 Vps75 | Keap1 Nrf2 FP | SR-BI uptake up | CAL PDZ FP-1 | Cardiac RTF inh | CAL PDZ FP-2
COc1ccccc1N(CC(O)COc1c(C)cc(C)cc1C)S(=O)(=O)c1ccccc1 (stereo unspecified) | 3.6 | -2 | -2 | 3 | 2 | -2 | 0 | 3 | -3 | -0.1
O=C(NC1CCCCCCC1)c1cccc(Cl)c1 | 2.5 | -9 | -6 | 0 | 1 | 5 | -10 | 4 | -10 | 0.7
CC#CCN(Cc1ccco1)C(=O)C1CCC(=O)N(Cc2ccccc2F)C1 (stereo unspecified) | -1.2 | -2 | 2 | -2 | -14 | 0 | 17 | -3 | -2 | -2.0
CC(=O)Nc1ccc(NC(=O)CSC2=NCCS2)cc1 | -0.8 | -8 | 0 | 0 | 20 | -2 | 25 | -3 | 11 | -0.1
Cc1cc(=O)oc2cc(OCCCC[n+]3ccccc3)ccc12 | -1.0 | 3 | 1 | -2 | 1 | -1 | -16 | -2 | -2 | 0.2
Cc1ccc(S(=O)(=O)SCCCSS(=O)(=O)c2ccc(C)cc2)cc1 | -1.8 | -3 | 4 | -4 | 8 | -2 | -3 | 2 | -5 | -0.5
O=C(O)c1ccccc1C(=O)c1ccc(Cl)cc1 | -0.6 | 10 | 0 | -5 | -3 | 1 | nt | -2 | -10 | -2.9
CCc1cc(=O)oc2c(CNCc3ccccc3F)c(O)c(Cl)cc12 | -2.8 | -4 | 4 | -3 | 2 | 4 | 14 | 0 | -9 | 0.6
CC(=O)Nc1nc2ccc(Br)cc2s1 | 2.4 | -8 | 1 | 1 | 12 | 1 | 4 | -3 | 8 | -2.2
CCC(C)NC(=O)Cc1c(C)c2cc3c(cc2oc1=O)OC(C)(C)CC3 (stereo unspecified) | -0.8 | -5 | 2 | -7 | 4 | -3 | -11 | -5 | 3 | -2.3
CC(C)(C)OC(=O)C[C@@H]1C/C=C\C[C@@H](CC(=O)N(CCO)Cc2ccccc2)C(=O)NC[C@H](c2ccccc2)OC1=O | -1.0 | 6 | -2 | -1 | 9 | -3 | -2 | -4 | 1 | -0.9
O=C(Nc1cccc2cccnc12)c1ccc(Br)cc1Br | -0.3 | -2 | -7 | 3 | 29 | 1 | 31 | 16 | 4 | -0.9
COC(=O)c1ccc(CN2CCCC(C(=O)Nc3cccc(-n4cnnn4)c3)C2)cc1 (stereo unspecified) | -0.8 | 3 | 2 | -4 | -4 | -1 | -14 | -4 | -5 | -2.3
NC(N)=NS(=O)(=O)c1ccc(NC(=S)NC(=O)c2ccc(Br)cc2)cc1 | -0.8 | -8 | 0 | 1 | 6 | -6 | 7 | nt | -9 | -2.5
O=C(COC(=O)CCCNC(=O)c1ccc(Cl)cc1)NCc1ccccc1Cl | 0.1 | -10 | 2 | 7 | 3 | -4 | 5 | -5 | -7 | nt
O=C(N/N=C/c1ccc(O)cc1O)c1ccc(CN2C(=O)c3cccc4cccc2c34)cc1 | 2.9 | 3 | 0 | 3 | -17 | -3 | -124 | nt | -7 | -2.4
COC(=O)CC1C(=O)NCCN1C(=O)Nc1cccc(Cl)c1 (stereo unspecified) | -1.4 | -18 | 3 | 11 | 5 | -8 | 7 | 0 | 3 | -28
Cc1ccc(-c2nc3ccccc3[nH]2)s1 | 1.1 | 1 | -1 | 8 | -8 | -6 | 33 | 29 | 2 | -0.6
Cc1ccc(NC(=O)NCc2ccccn2)c(C)c1 | -1.7 | 5 | -1 | -2 | 1 | -2 | 33 | -6 | -12 | 1.6
CCCNC(=O)C1CN(S(=O)(=O)c2ccc(Cl)s2)c2ccccc2O1 (stereo unspecified) | -1.7 | 4 | -2 | -5 | -5 | -5 | 9 | 0 | -6 | -1.2
CCSc1ccc([C@@H]2[C@H]3C(=O)N(C)C(=O)[C@H]3[C@]3(C(=O)OC)CCCCN23)cc1 | 0.1 | 2 | -9 | 8 | 14 | -3 | -47 | -5 | 1 | -1.2
COc1ccc(OC)c(C(=O)/C=C/c2ccccc2C(F)(F)F)c1 | 1.2 | -3 | -5 | 6 | -8 | -1 | -28 | 5 | -4 | -0.2
Cn1c(O)c(N=Nc2nc(-c3ccccc3)cs2)c2ccccc21 | -1.2 | -2 | 5 | 0 | 1 | 2 | 4 | 0 | -3 | 0.7
Cc1cccc(/C=c2\s/c(=C\C(=O)C(C)(C)C)[nH]c2=O)c1 | 0.3 | 0 | -3 | 1 | -9 | 0 | -17 | -1 | -6 | -2.1
CC1C(=O)Nc2ccc(S(=O)(=O)Nc3ccccc3Br)cc2NC1=O (stereo unspecified) | 0.6 | -6 | 2 | 2 | 1 | -1 | 8 | nt | -3 | 0.1
COC(=O)C(NC(=O)c1ccccc1)(Nc1nccs1)C(F)(F)F (stereo unspecified) | 0.5 | -8 | -1 | 2 | 5 | 1 | 7 | -1 | -8 | -0.8
COc1ccc(F)cc1C(=O)C1CCCN(C(=O)CCN2CCCCO2)C1 (stereo unspecified) | 0.6 | -2 | -1 | -4 | 1 | -4 | nt | 0 | -7 | 0.0
CC(=O)c1cccc(NC(=O)COC(=O)CCNS(=O)(=O)c2ccccc2)c1 | -0.7 | -1 | 1 | -5 | 12 | -2 | 3 | 16 | -2 | -1.8
N/C(=N\OC(=O)c1ccc(Cl)cc1)c1ccn[nH]1 | -1.7 | 4 | -3 | -2 | -1 | -5 | 12 | -4 | 1 | -1.7
Cc1cccc(OCC(=O)Nc2cc(S(=O)(=O)N3CCOCC3)ccc2N2CCCC2)c1C | -2.6 | 1 | -1 | -1 | 3 | 6 | -5 | 4 | -2 | -2.5
Cc1nc(N2CCOCC2)nc(N2CCCC2)c1[N+](=O)[O-] | 2.0 | -5 | 1 | 3 | 7 | 3 | -11 | -1 | -9 | -0.6
CCC1CCCCN1C(=O)CCc1nnc(C2CCCCC2)o1 (stereo unspecified) | -1.0 | 6 | -1 | 3 | 2 | -2 | 1 | -2 | -8 | -2.5
CC1CCCCC1NC(=O)NC(=O)COC(=O)c1ccc(OC(F)F)cc1 (stereo unspecified) | -0.4 | -5 | -2 | 1 | 17 | 6 | 15 | -1 | -10 | -2.2
Cc1ccc(C)c(NC2=C(Cl)C(=O)OC2OC(=O)c2ccco2)c1 (stereo unspecified) | 0.6 | 1 | 40* | -1 | 1 | 4 | 1 | -4 | -7 | -0.9
COCc1cc(C)nc(N2CCNCC2)c1C#N | 0.6 | -2 | -1 | -2 | -2 | 6 | -2 | -2 | -2 | 0.5
Cc1ccc(-n2nnnc2Sc2ccc(S(=O)(=O)NCCN(C)C)cc2[N+](=O)[O-])cc1 | -1.2 | -1 | -18 | 1 | 18 | 1 | 18 | -6 | -5 | -1.0
O=S(=O)(NNC(=S)Nc1ccc(S(=O)(=O)Nc2ncccn2)cc1)c1ccc(Br)cc1 | 0.5 | 8 | 3 | 1 | 3 | -1 | nt | nt | 2 | -1.2
O=C(O)CCCCCN1C(=O)C2CCCCC2C1=O (stereo unspecified) | -0.7 | -10 | 1 | 0 | -6 | -3 | nt | 0 | 1 | -2.2
Cc1cc(=O)[nH]c(-c2cccs2)n1 | -0.8 | -10 | 2 | -5 | 1 | 0 | 9 | -4 | 2 | -0.5
CC(C)C12CN3CC(C(C)C)(CN(C1)C3c1ccco1)C2=O (stereo unspecified) | 0.7 | 0 | 1 | 7 | -20 | -5 | 7 | -3 | 12 | nt
Brc1ccc(CSc2ccc3nnc(-c4ccccn4)n3n2)cc1 | -1.2 | -3 | 1 | 7 | 5 | -1 | -3 | 0 | -9 | -2.9
CCOC(=O)c1cccc(C2=CC(=O)C[C@H](c3ccc(OC)c(OC)c3)C2)c1 | -1.8 | -7 | 0 | 4 | 3 | 4 | -45 | -3 | -2 | -2.3
Cc1ccc(P(=O)(CO)c2ccc(C)cc2)cc1 | -0.1 | -1 | -1 | 0 | -1 | 3 | -4 | nt | -6 | -2.5
CC1CCCCC1NC(=O)CSc1ccc([N+](=O)[O-])cc1 (stereo unspecified) | 0.8 | -7 | 1 | 5 | -7 | 1 | nt | -4 | -8 | -2.2
CCN1C(=O)N(CC)C2C1N(C(C)=O)C(=O)N2C(C)=O (stereo unspecified) | -1.1 | 4 | -2 | 5 | 2 | 1 | 18 | -1 | 1 | -0.3

Sorted by SMILES length (largest number first): some entries from above
SMILES | LANA DNA inh | PKA-R2B activ | DAGLB inh | RTF Ca sens act | Rtt109 Vps75 | Keap1 Nrf2 FP | SR-BI uptake up | CAL PDZ FP-1 | Cardiac RTF inh | CAL PDZ FP-2
CCOC(=O)c1cccc(C2=CC(=O)C[C@H](c3ccc(OC)c(OC)c3)C2)c1 | -1.8 | -7 | 0 | 4 | 3 | 4 | -45 | -3 | -2 | -2.3
Cc1ccc(C)c(NC2=C(Cl)C(=O)OC2OC(=O)c2ccco2)c1 (stereo unspecified) | 0.6 | 1 | 40* | -1 | 1 | 4 | 1 | -4 | -7 | -0.9
CC(C)C12CN3CC(C(C)C)(CN(C1)C3c1ccco1)C2=O (stereo unspecified) | 0.7 | 0 | 1 | 7 | -20 | -5 | 7 | -3 | 12 | nt
CC1CCCCC1NC(=O)CSc1ccc([N+](=O)[O-])cc1 (stereo unspecified) | 0.8 | -7 | 1 | 5 | -7 | 1 | nt | -4 | -8 | -2.2
Brc1ccc(CSc2ccc3nnc(-c4ccccn4)n3n2)cc1 | -1.2 | -3 | 1 | 7 | 5 | -1 | -3 | 0 | -9 | -2.9
Cc1ccc(P(=O)(CO)c2ccc(C)cc2)cc1 | -0.1 | -1 | -1 | 0 | -1 | 3 | -4 | nt | -6 | -2.5
O=C(O)CCCCCN1C(=O)C2CCCCC2C1=O (stereo unspecified) | -0.7 | -10 | 1 | 0 | -6 | -3 | nt | 0 | 1 | -2.2
COCc1cc(C)nc(N2CCNCC2)c1C#N | 0.6 | -2 | -1 | -2 | -2 | 6 | -2 | -2 | -2 | 0.5
Cc1cc(=O)[nH]c(-c2cccs2)n1 | -0.8 | -10 | 2 | -5 | 1 | 0 | 9 | -4 | 2 | -0.5

Bioassay records as filed in PubChem.
